KB-V1 MDR tox: kills drug-selected multidrug resistant KB-V1 cells. KB-V1 MDR cells viability, CellTiter-Glo, 72 h. Potency, µM (doses to about 46.1 µM), for inactives: at the top dose activity change, negative = cytotoxicity, most hits filed as cytotoxic. 400,000 tested, 3.4% active. AID 1347076; also: potency is read from the fitted curve at half-maximal effect; % is scaled to controls: 0 for no effect and ±100 for the full control effect; nearly all actives have a fitted effect of over 60% in size
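Potencies derive from concentration-effect curves fitted to normalized luminescence (CellTiter-Glo) of KB-V1 cells treated for 72 h at 37 degrees C in phenol-red-free DMEM containing 10% FBS.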
IL-1B inflam inh: blocks inflammasome-driven IL-1 beta release. THP-1 LPS/ATP IL-1B secretion, AlphaLISA, 16 h; hits give low values. activity change, % at 57.5 µM. 360,000 tested, 4.7% active. AID 743279; in the data active = activity change below about -50%; inconclusive = mostly about -30% to -49%; also: % is scaled to controls: 0 for no effect and ±100 for the full control effect
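Secreted IL-1B measured by AlphaLISA bead assay after 16 h compound exposure of THP-1 cells; compounds (final up to 57.5 uM) added 1 h before LPS (250 ng/mL) and ATP (1.25 mM) stimulation; lower signal means less secretion.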
SW480 rereplic: DNA re-replication induction in SW480 cells; Potency, µM (top dose mostly 46.1 µM), inactives show top-dose re-replication activation, usual class: activators; AID 624297; 340,000 tested, 1.8% active; SW480 DNA re-replication, Hoechst DNA content imaging, 48 h; also: potency is read from the fitted curve at half-maximal effect; % of control where 0% means no effect; nearly all actives have a fitted effect of over 55% in size
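First, 250 cells per well were seeded. Next, compound or vehicle (23 nL) was pinned in, plates sat 48 hr at 37 C. Finally Hoechst was added for 40 min before fluorescence scanning.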
HT1080 IDH1KD tx: kills HT-1080 cells with IDH1 knockdown | HT-1080 IDH1 knockdown viability, ATP luminescence, 48 h | 360,000 tested, 2% active | AID 686971 | Potency, µM (top dose mostly 46.1 µM), for the others: top-dose activity, negative = toxicity, hits mostly cytotoxic;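 also: potency is read from the fitted curve at half-maximal effect; 0% = DMSO wells and -100% = cell-free medium wells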
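Cytotoxicity counter-line: IDH1KD HT-1080, 48 h, CellTiter-Glo. Curves classed by r2, magnitude and activity.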
WRN inhibitor: inhibitors of human WRN helicase. Q14191. Potency, µM (top dose mostly 114 µM), for the others: top-dose activity change, negative = inhibition, most hits filed as inhibitors. WRN helicase unwinding, fluorescent forked duplex, kinetic. 360,000 tested, 0.46% active; also: potency is read from the fitted curve at half-maximal effect; % is scaled to controls: 0 for no effect and ±100 for the full control effect; nearly all actives have a fitted effect of over 55% in size
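Fluorescence dequenching readout, ex 525 nm/em 598 nm, kinetic mode: forked duplex DNA (100 nM final) with adjacent fluorophore and quencher unwound by WRN (20 nM final) with 2 mM ATP. Compound preincubation 15 min, room temperature.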
ATXN2 expr inh: ATXN2 expression inhibition | HEK-293 ATXN2-luciferase reporter, luminescence, 24 h | Potency, µM (series often up to 57 µM), without a hit: top-dose activity change, negative = inhibition, actives largely listed as inhibitors | 360,000 tested, 0.72% active | AID 1745845; also: potency is read from the fitted curve at half-maximal effect; % is scaled to controls: 0 for no effect and ±100 for the full control effect; nearly all actives have a fitted effect of over 55% in size
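qHTS (up to 57 uM final) was run with 24 h compound exposure of reporter cells at 37 °C. Each well was multiplexed: SteadyGlo luminescence measured ATXN2-luciferase expression after a fluorogenic Gly-Phe-AFC viability readout (25 uM final).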
KB-3-1 tox: kills parental KB-3-1 adenocarcinoma cells | KB-3-1 viability, CellTiter-Glo ATP luminescence, 72 h | Potency, µM (doses to about 46.1 µM), for inactives: top-dose activity change, negative = cytotoxic, usual class: cytotoxic | 400,000 tested, 1.4% active | AID 1347075; also: potency is read from the fitted curve at half-maximal effect; % is scaled to controls: 0 for no effect and ±100 for the full control effect; nearly all actives have a fitted effect of over 60% in size
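Parental KB-3-1 viability, qHTS format: 72 h compound exposure, 37 °C; CellTiter-Glo; media-only wells and DMSO plates as controls; concentration-effect fits on corrected data.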
MCF10A rereplic: inducers of DNA re-replication in MCF 10A breast cells; 350,000 tested, 2.9% active; MCF 10A DNA re-replication, Hoechst nuclear intensity, 48 h; Potency, µM (series often up to 46.1 µM), for inactives: at the highest dose activity, positive = re-replication, usual class: activators; also: potency is read from the fitted curve at half-maximal effect; % of control where 0% means no effect; nearly all actives have a fitted effect of over 50% in size
HT1080-NT tox: kills 2HG-producing HT-1080-NT fibrosarcoma cells; AID 686970; HT-1080-NT fibrosarcoma viability, CellTiter-Glo ATP luminescence, 48 h; Potency, µM (titrated, usually from 46.1 µM), inactives show at the highest dose activity, negative = less viability, most hits filed as cytotoxic; 360,000 tested, 1.6% active;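 also: NT is the 2HG producing partner of a matched IDH1 knockdown line; potency is read from the fitted curve at half-maximal effect; 0% = DMSO-treated cells and -100% = media-only wells without cells; nearly all actives have a fitted effect of over 55% in size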
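750 cells/well, RPMI + 5% FBS; 2 h settle, compound pin-transfer, 48 h at 37 degrees C. CellTiter-Glo 10 min RT, luminescence. Normalized to DMSO and media-only wells.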
* hit, by the source's call; [ ] = another dose, or the depositor's remark. Unless noted, calls follow the shape of the dose curve; as a rule, active = well fitted curve in the direction sought with a large enough effect; inconclusive = small, poorly fitted or top-dose-only effect, or another doubt; inactive = no such curve, though single readings can be large; an effect the other way counts as inactive or inconclusive. This is a random part of the collection; overall some 12% were active at least once.

`CC(CC(=O)Nc1ccc2c(c1)c(=O)n(C)n2Cc1cccc(C(F)(F)F)c1)C(F)(F)F` (configuration not stated) gave KB-V1 MDR tox -8%, IL-1B inflam inh 3, HT1080 IDH1KD tx 9%, WRN inhibitor -12%, ATXN2 expr inh 10%, KB-3-1 tox -4% and HT1080-NT tox 13%.
Screening CCOC(=O)C1CCCN(C(=O)Cn2ncc3c(=O)oc4ccc(C)cc4c32)C1 (configuration not stated) returned KB-V1 MDR tox -6%, IL-1B inflam inh 2, SW480 rereplic -6%, HT1080 IDH1KD tx 8%, WRN inhibitor 0%, ATXN2 expr inh 3%, KB-3-1 tox -4%, MCF10A rereplic 1% and HT1080-NT tox 14%.
Cc1ccc(-c2c(C)sc(NC(=O)C3C4CCC(O4)C3C(=O)O)c2C(=O)OC(C)C)cc1 (configuration not stated) was read as KB-V1 MDR tox -23%, IL-1B inflam inh 6, SW480 rereplic 5%, HT1080 IDH1KD tx inconclusive, WRN inhibitor -31%[57.1 µM], ATXN2 expr inh 0%, KB-3-1 tox -11%, MCF10A rereplic -10% and HT1080-NT tox inconclusive.
COc1cccc(NC(=O)Nc2cc(Cl)ccc2C)c1 was read as KB-V1 MDR tox inconclusive, IL-1B inflam inh -76*, SW480 rereplic -6%, HT1080 IDH1KD tx -5%, WRN inhibitor -12%, KB-3-1 tox 1%, MCF10A rereplic -11% and HT1080-NT tox -11%.
Screening CC(C)(Cc1ccc(O)cc1)NC(=O)c1ccccc1 returned KB-V1 MDR tox 8%, IL-1B inflam inh -16, SW480 rereplic inconclusive, HT1080 IDH1KD tx -11%, WRN inhibitor -28%, ATXN2 expr inh -1%, KB-3-1 tox 3%, MCF10A rereplic 26% and HT1080-NT tox -3%.
COc1ccc(NC(=S)N2CCN(c3ccccn3)CC2)cc1 was read as KB-V1 MDR tox -8%, IL-1B inflam inh -23, SW480 rereplic -5%, HT1080 IDH1KD tx 10%, WRN inhibitor 7%, ATXN2 expr inh -12%, KB-3-1 tox 12%, MCF10A rereplic 6% and HT1080-NT tox 11%.
Screening O=C1CC(N2CCC(c3nc4ccccc4s3)CC2)C(=O)N1 (configuration not stated) returned KB-V1 MDR tox 13%, IL-1B inflam inh 5, SW480 rereplic -4%, HT1080 IDH1KD tx 6%, WRN inhibitor 5%[57.1 µM], ATXN2 expr inh 1%, KB-3-1 tox -7%, MCF10A rereplic 14% and HT1080-NT tox 7%.
`CC1CCCC(C)N1C(=O)c1cc2ncc(CCCl)cn2n1` (configuration not stated) gave KB-V1 MDR tox 21µM*, IL-1B inflam inh 28, SW480 rereplic -9%, HT1080 IDH1KD tx 7%, WRN inhibitor -1%, ATXN2 expr inh 1%, KB-3-1 tox 0%, MCF10A rereplic -5% and HT1080-NT tox 11%.
For CC(=O)Nc1cnc(-c2ccc3c(c2)OCO3)cn1 the results were KB-V1 MDR tox 2%, IL-1B inflam inh -4, HT1080 IDH1KD tx 2%, WRN inhibitor -3%, ATXN2 expr inh 3%, KB-3-1 tox 0% and HT1080-NT tox 16%.
For CCOCCCN(C)C1CCN(C(=O)c2oc3ccccc3c2NC(=O)Cc2cccc([N+](=O)[O-])c2)CC1 the results were KB-V1 MDR tox -11%, IL-1B inflam inh -15, SW480 rereplic -5%, HT1080 IDH1KD tx -18%, WRN inhibitor -1%, ATXN2 expr inh -11%, KB-3-1 tox 16%, MCF10A rereplic 2% and HT1080-NT tox -24%.
S=C(c1ccc[nH]1)N1CCOCC1 was read as KB-V1 MDR tox 6%, IL-1B inflam inh -1, SW480 rereplic -3%, HT1080 IDH1KD tx 9%, WRN inhibitor 0%, ATXN2 expr inh 0%, KB-3-1 tox -4%, MCF10A rereplic -1% and HT1080-NT tox 3%.
For CCOC(=O)CN1C(c2ccccc2O)Nc2ccc(Br)cc2C1c1ccccc1 (configuration not stated) the results were KB-V1 MDR tox 3%, IL-1B inflam inh 17, SW480 rereplic -2%, HT1080 IDH1KD tx inconclusive, WRN inhibitor -9%, ATXN2 expr inh -18%, KB-3-1 tox -3%, MCF10A rereplic 6% and HT1080-NT tox -18%.
COc1ccc(/C=N/NC(=O)c2cc[n+]([O-])cc2)cc1O was read as KB-V1 MDR tox -6%, IL-1B inflam inh 17, SW480 rereplic -8%, HT1080 IDH1KD tx 1%, WRN inhibitor 18%, ATXN2 expr inh 36%, KB-3-1 tox 4%, MCF10A rereplic -5% and HT1080-NT tox 10%.
For CN(Cc1cccnc1)Cc1cn[nH]c1-c1ccc(-c2ccccc2)cc1 the results were KB-V1 MDR tox 2%, IL-1B inflam inh inconclusive, SW480 rereplic -36%[inhibitor], HT1080 IDH1KD tx -28%, WRN inhibitor 5%, ATXN2 expr inh -1%, KB-3-1 tox -1%, MCF10A rereplic inconclusive and HT1080-NT tox -20%.
`CC(C)CC(=O)Nc1nnc(-c2ccco2)s1` gave KB-V1 MDR tox -11%, IL-1B inflam inh 22, SW480 rereplic 7%, HT1080 IDH1KD tx 16%, WRN inhibitor -19%, ATXN2 expr inh 40%[activator], KB-3-1 tox -8%, MCF10A rereplic inconclusive and HT1080-NT tox 13%.
For CC(=O)c1cccc(NC(=O)CCC2CCCC2)c1 the results were KB-V1 MDR tox -12%, IL-1B inflam inh -10, SW480 rereplic 1%, HT1080 IDH1KD tx 0%, WRN inhibitor 3%[57.1 µM], ATXN2 expr inh 26%, KB-3-1 tox 15%, MCF10A rereplic 11% and HT1080-NT tox 4%.
For O=C(CC(Sc1ccc(Br)cc1)C(=O)O)c1ccc(F)cc1 (configuration not stated) the results were KB-V1 MDR tox -10%, IL-1B inflam inh -92*, SW480 rereplic inconclusive, HT1080 IDH1KD tx -12%, WRN inhibitor -20%, KB-3-1 tox -6%, MCF10A rereplic 23µM* and HT1080-NT tox -24%.
For CCN(c1cccc(C)c1)S(=O)(=O)c1cccc2nsnc12 the results were KB-V1 MDR tox -12%, IL-1B inflam inh -14, SW480 rereplic -10%, HT1080 IDH1KD tx -2%, WRN inhibitor -12%, ATXN2 expr inh -19%, KB-3-1 tox -10%, MCF10A rereplic 10% and HT1080-NT tox 0%.
`Cc1ccc(C(=O)c2cnc3ccccc3c2-c2ccccc2)cc1` gave KB-V1 MDR tox 16µM*, IL-1B inflam inh -10, SW480 rereplic 18%, HT1080 IDH1KD tx -18%, WRN inhibitor -2%, ATXN2 expr inh -5%, KB-3-1 tox -26%, MCF10A rereplic inconclusive and HT1080-NT tox -11%.
Screening CCn1cc(C(=O)OCC(=O)N(C)C2CCS(=O)(=O)C2)c(=O)c2ccc(C)nc21 (configuration not stated) returned KB-V1 MDR tox inconclusive, IL-1B inflam inh 0, SW480 rereplic -4%, HT1080 IDH1KD tx 9%, WRN inhibitor 2%, ATXN2 expr inh 4%, KB-3-1 tox 11%, MCF10A rereplic 1% and HT1080-NT tox 4%.
For C=C(C)Cn1c(SCC#N)nc2ccccc2c1=O the results were KB-V1 MDR tox 1%, IL-1B inflam inh -3, SW480 rereplic 1%, HT1080 IDH1KD tx -4%, WRN inhibitor -3%, ATXN2 expr inh 8%, KB-3-1 tox -10%, MCF10A rereplic inconclusive and HT1080-NT tox -4%.
For Cc1ccc(CC(=O)NCc2ccc3c(c2)OCO3)cc1 the results were KB-V1 MDR tox -15%, IL-1B inflam inh 2, SW480 rereplic -6%, HT1080 IDH1KD tx -3%, WRN inhibitor -3%, ATXN2 expr inh 10%, KB-3-1 tox -2%, MCF10A rereplic 1% and HT1080-NT tox 2%.
CCCc1nn2c(=O)cc(CSCC(=O)Nc3nnc(CC)s3)nc2s1 was read as KB-V1 MDR tox -13%, IL-1B inflam inh 23, SW480 rereplic -8%, HT1080 IDH1KD tx -2%, WRN inhibitor -2%, ATXN2 expr inh 12%, KB-3-1 tox -1%, MCF10A rereplic 5% and HT1080-NT tox 3%.
For CN(C)N1C(N)=C(C#N)C(c2ccc(F)cc2)C2=C1CCCC2=O (configuration not stated) the results were KB-V1 MDR tox 9%, IL-1B inflam inh -6, SW480 rereplic -4%, HT1080 IDH1KD tx 15%, WRN inhibitor 4%, ATXN2 expr inh 3%, KB-3-1 tox -1%, MCF10A rereplic 5% and HT1080-NT tox 26%.
Screening Cc1ccc(NC(=O)CC2Oc3ccc(C)cc3NC2=O)c(C)c1 (configuration not stated) returned KB-V1 MDR tox inconclusive, IL-1B inflam inh 9, SW480 rereplic inconclusive, HT1080 IDH1KD tx -13%, WRN inhibitor 9%, KB-3-1 tox inconclusive, MCF10A rereplic -5% and HT1080-NT tox 1%.
For O=c1c2c3c(sc2n(CCN2CCCC2)c(=O)n1Cc1ccco1)CCCCC3 the results were KB-V1 MDR tox inconclusive, IL-1B inflam inh inconclusive, SW480 rereplic inconclusive, HT1080 IDH1KD tx -3%, WRN inhibitor -13%, ATXN2 expr inh -14%, KB-3-1 tox -1%, MCF10A rereplic 14% and HT1080-NT tox 2%.
For Cc1ccc(N(C)C(=O)c2cc(S(=O)(=O)N3CCCC3)cn2C)cc1 the results were KB-V1 MDR tox -6%, IL-1B inflam inh -24, SW480 rereplic -6%, HT1080 IDH1KD tx -3%, WRN inhibitor -6%[11.6 µM], ATXN2 expr inh -26%, KB-3-1 tox 5%, MCF10A rereplic -5% and HT1080-NT tox -11%.

Source: PubChem BioAssay (National Center for Advancing Translational Sciences (NCATS))
